Source: PubChem
PMI act: activators of human phosphomannose isomerase. purified human PMI, coupled resazurin fluorescence, 20 min; active compounds read high; 1 = vehicle control, 0 substrate-free wells. activation factor at 20 µM. hit rate 0.005% among 190,000. AID 1214;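 active means activation factor of 2 or more at 20 µM, relative to plate controls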
Target sequence (P34949 whole entry, looked up): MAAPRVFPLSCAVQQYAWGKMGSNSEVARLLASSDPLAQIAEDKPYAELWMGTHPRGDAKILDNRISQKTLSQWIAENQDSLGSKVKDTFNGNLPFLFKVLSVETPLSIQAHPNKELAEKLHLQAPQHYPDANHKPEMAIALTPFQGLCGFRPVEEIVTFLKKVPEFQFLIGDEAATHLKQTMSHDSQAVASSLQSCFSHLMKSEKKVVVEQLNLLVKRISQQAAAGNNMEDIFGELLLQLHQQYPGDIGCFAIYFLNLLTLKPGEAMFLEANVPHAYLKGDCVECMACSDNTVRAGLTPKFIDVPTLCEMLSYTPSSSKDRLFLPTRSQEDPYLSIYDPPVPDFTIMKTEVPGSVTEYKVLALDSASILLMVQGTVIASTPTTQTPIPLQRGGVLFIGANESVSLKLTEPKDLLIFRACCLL
S1P3 antagonist: blocks the human S1P3 receptor; Q99500; inhibition, % at 4.98 µM; CHO S1P3 NFAT-BLA reporter, FRET fluorescence, antagonist mode; AID 485; hit rate 0.27% among 170,000;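 active means inhibition above the plate cutoff, the mean inhibition of test wells on that plate plus 3 SD, cut at about 28% in these data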;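 further: cells challenged with S1P at its EC80 of 0.8 µM; blue over green emission ratio from cleaved BLA substrate after 4 h stimulation; 0% = S1P-stimulated wells and 100% = unstimulated DMSO-only wells; some compounds past the cut are filed as inactive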
Target sequence (Q99500 whole entry, looked up): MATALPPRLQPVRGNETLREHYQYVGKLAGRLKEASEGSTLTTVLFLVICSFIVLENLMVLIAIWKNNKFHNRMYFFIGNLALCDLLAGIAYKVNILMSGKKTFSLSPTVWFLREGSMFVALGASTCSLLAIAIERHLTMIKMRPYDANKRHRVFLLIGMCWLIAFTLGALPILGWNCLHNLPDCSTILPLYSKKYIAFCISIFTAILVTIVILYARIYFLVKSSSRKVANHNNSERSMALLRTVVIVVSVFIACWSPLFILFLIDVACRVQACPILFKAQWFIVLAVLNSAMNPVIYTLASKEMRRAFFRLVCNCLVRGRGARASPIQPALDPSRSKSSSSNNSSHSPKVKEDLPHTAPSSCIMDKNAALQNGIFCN
PPARg SRC2 recr: PPARgamma-driven SRC-2 recruitment agonism; hit rate 0.34% among 200,000; PPARgamma LBD-SRC-2 recruitment, biochemical; activation, % at 8 µM; P37231; AID 1032; in the data active means activation above about 22%;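 further: 0% = vehicle and 100% = reference agonist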
G6PDH counter: inhibits Leuconostoc G6PDH, flagging false hits in G6PDH-based assays; hit rate 0.12% among 200,000; AID 1020; inhibition, % at 5 µM; Purified L. mesenteroides G6PDH, diaphorase/resazurin coupled fluorescence, 45 min; in the data active means inhibition above about 50%
SRC2 TRFRET art: TR-FRET artefact, counter-screen to PPARgamma/SRC-2 agonist assay; TR-FRET ratio at 8 µM; hit rate 0.4% among 200,000; active compounds read high; in the data active means TR-FRET ratio above about 2000; further: inactives centre near 1500
Diaph inh CS: inhibits diaphorase or chemically oxidizes, flagging diaphorase assay artifacts; diaphorase resazurin-to-resorufin fluorescence, NADH, 16 min; bacterial (C. kluyveri) enzyme, not human; inhibition, % at 20 µM; hit rate 0.69% among 190,000;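 active means primary screen inhibition at 20 µM above a set limit, cut at about 50% in these data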;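 further: plate controls were DMSO with full reaction for no effect and wells lacking NADH for full effect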
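System: Diaphorase enzyme from Clostridium kluyveri | Amount: Enzyme working solution with 0.14 U/mL diaphorase | Benchmarks: No-NADH positive control and DMSO neutral control | Signal: Fluorescence of resorufin formed from resazurin, Ex 544/Em 590 nm | Schedule: 16-min room-temperature incubation before reading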
PMI act satM6P: increases human PMI activity with near-saturating mannose 6-phosphate. P34949. coupled PMI enzyme assay, resazurin fluorescence, 20 min; active compounds read high; 1 = untreated enzyme, 0 = substrate-free blank. activation factor at 20 µM. hit rate 0.34% among 190,000;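 active means activation factor of 2 or more at 20 µM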
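Test system: Human PMI in coupled enzyme assay | Input: 15 ng/mL PMI | Medium: HEPES-buffered pH 7.4 with magnesium and detergent | Compound: One concentration, 20 µM, in 1% DMSO | Incubation: Enzyme reaction with compound 20 min at room temperature | Detection: Diaphorase-driven resazurin-to-resorufin fluorescence, excitation 544, emission 590 nm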
Diaph act CS: counter-screen for diaphorase-based assays: diaphorase activators and chemical reducers. Diaphorase/resazurin coupled assay, resorufin fluorescence, 16 min; active compounds read high; 1 = vehicle wells, 0 = NADH-free wells. activation factor at 20 µM. hit rate 0.005% among 190,000;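 active means diaphorase activity raised at least twofold by the compound at 20 µM; inactive means activation factor below 2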
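Assay system: bacterial diaphorase enzyme (C. kluyveri) / Input: enzyme 0.07 U/mL final / Medium: 50 mM HEPES pH 7.4 with 4.542 mM MgCl2, 0.005% Tween 20 / Doses: single compound dose of 20 µM, 1% DMSO final / Incubation: 16 min enzyme reaction, ambient temperature / Signal: fluorescence, excitation 544 nm and emission 590 nm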
PPARg SRC-3 ag: PPARgamma-driven SRC-3 recruitment agonism | biochemical PPARgamma/SRC-3 coactivator recruitment assay | activation, % at 8 µM | hit rate 0.26% among 200,000; in the data active means activation above about 23%;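 further: 0% = DMSO and 100% = reference agonist; some compounds past the cut are filed as inactive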
PPARg SRC1 recr: PPARgamma-driven SRC-1 recruitment agonism; activation, % at 8 µM; AID 631; PPARgamma-SRC-1 coactivator recruitment biochemical assay; P37231; hit rate 0.41% among 200,000; in the data active means activation above about 19%;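 further: 0% = DMSO and 100% = reference agonist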
ROMK mod: modulates human ROMK potassium channel activity; B-score at 10 µM; P48048; hit rate 2% among 130,000; Tet-inducible ROMK, thallium flux fluorescence; actives lie on both sides;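 active means signal ratio slope over the read window, or its plate-corrected B-score, at least 3 SD from the plate mean, either direction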;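 further: B-score of the F/F0 ratio slope over 7 to 12 s after thallium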
* hit, by the source's call; . = not tested or not shown.

SMILES	PMI act	S1P3 antagonist	PPARg SRC2 recr	G6PDH counter	SRC2 TRFRET art	Diaph inh CS	PMI act satM6P	Diaph act CS	PPARg SRC-3 ag	PPARg SRC1 recr	ROMK mod
O=C(c1cccc(Cl)c1)N1CCC(N2CCC(C(=O)N3CCOCC3)CC2)CC1	1	-3	3	5	1515	0	1.1	1	2	6	.
O=C(O)CCC(=O)Nc1ccc(C(=O)OCC(=O)c2ccc(Cl)cc2)cc1	0.9	-13	1	14	1666	2	1	1	0	3	0.14
O=[N+]([O-])c1ccc(C2OCCO2)cc1CS(=O)(=O)c1ccccc1	1	-22	-5	-1	1211	4	1	1	2	-3	0.98
O=C(Nc1ccccc1)C1CCN(c2nccs2)CC1	1	-8	-7	-1	1310	5	1	0.9	2	-6	-0.91
Cc1ccc(SC(C)C(=O)NC(N)=O)c(C)c1 (stereo not given)	0.9	-11	-1	5	1426	9	0.9	0.9	-1	-9	-0.11
CNC(=S)N/N=C(\C)c1ccc(Cl)c(Cl)c1	0.9	-14	4	0	1554	13	1	0.9	2	9	-0.0074
COc1ccc(CC(=O)N2CCN(c3ccccn3)CC2)cc1OC	0.8	-19	0	3	1544	6	0.9	0.9	1	7	.
Cc1ccc(NC(=O)CCNCc2ccco2)cc1S(=O)(=O)N(C)C	1	-25	1	2	1469	4	1	1	1	6	0.51
COc1ccc2oc(=O)c(C(=O)N3CCN(c4ccc(F)cc4)CC3)cc2c1	1	-9	7	-1	1717	15	1	0.9	-11	6	0.07
Cc1ccc(OCC(=O)NCC(=O)Nc2ccc(F)cc2)c([N+](=O)[O-])n1	0.9	-14	-7	2	1478	14	0.9	0.9	-2	-2	.
COCCNC(=O)C(C)OC(=O)c1cc2sccc2n1C (stereo not given)	0.9	.	8	-15	1374	7	1	0.9	-1	-8	.
Cc1nc2c(C(=O)NCc3ccc4c(c3)OCO4)c[nH]n2c(=O)c1Cc1ccccc1F	0.9	-9	4	6	1642	10	1	0.9	7	4	.
CC1=C(C(=O)N2CCOCC2)C(c2ccccc2F)C2=C(CC(C)(C)CC2=O)N1 (stereo not given)	1	-9	10	6	1586	6	1.1	0.9	13	4	-0.041
CS(=O)(=O)NNC(=O)c1cc2cc3ccccc3nc2s1	0.9	-13	0	8	1584	20	0.8	0.8	1	9	-1.3
CCN(Cc1ccccc1)C(c1ccc(C)cc1)c1nnnn1C(C)(C)CC (stereo not given)	1	.	-6	-2	1502	11	0.9	0.9	-10	-4	.
COc1ccc(-c2cc(-c3nnc(COC(=O)CC4CCCC4)o3)c3ccccc3n2)cc1OC	0.9	16	6	10	1590	13	1	0.9	1	0	-0.18
O=C(CSc1nnc(-c2ccc(F)cc2)o1)Nc1ccc(S(=O)(=O)N2CCCCCC2)cc1	1.1	-23	-3	2	1683	6	1.1	0.9	-2	-7	.
CC(C)(C)c1ccc(-c2n[nH]c(=S)n2/N=C/c2ccncc2)cc1	1.1	4	-4	6	1361	9	1	0.9	2	2	0.0045
CC(=O)c1c(C)[nH]c(C(=O)COC(=O)C2CC2)c1C	1	5	5	6	1617	8	1	0.9	6	6	1.1
C=CCNC(=S)Nc1ccc2nsnc2c1	1.1	6	7	25	1662	49	0.9	0.5	10	6	.
CNc1c([N+](=O)[O-])cnn1-c1ccccc1Cl	1	.	-1	2	1656	3	1.1	1	8	0	.
COc1ccc(CN2CCC(C(=O)N(C)CCc3ccc(OC)c(OC)c3)CC2)c(OC)c1	0.9	5	9	-24	1681	20	1	0.8	-3	3	.
O=C(c1ccc(F)cc1)N1CCCC(c2ccccc2)C1 (stereo not given)	1	-7	8	4	1451	-1	1	1	4	8	-0.42
Cc1sc(NC(=O)COc2cccc(-n3cnnn3)c2)c(C#N)c1C	1	-49	3	10	1684	25	0.9	0.7	-1	16	.
COc1ccc(NC(=O)CCCN2C(=O)CCC2=O)cc1Cl	0.9	-25	-4	3	1417	10	0.9	0.9	11	-4	0.16
COCC(C)NC(=O)c1oc2c(c1C)C1(CCC2)SCCS1 (stereo not given)	0.9	-15	8	-2	1606	9	0.8	0.9	3	9	-0.021
CC(C)Sc1ccc(C(=O)Nc2ccc(F)cc2F)cn1	0.9	-10	11	-2	1477	16	0.9	0.8	1	-10	0.093
CC1CCN(C(=O)COC(=O)c2cc(Cl)cc(Cl)c2N)CC1	0.9	.	8	0	1537	14	1	0.9	8	0	-0.95
Cc1ccc(OCCSCc2nnc(NC(=O)Nc3cccc(Cl)c3)s2)cc1	1	4	-8	-6	1453	11	1	0.9	-1	7	.
O/N=C1/CCc2cccc3cccc1c23	1	-14	5	9	1515	11	1	0.9	0	4	.
O=C(NCc1cccs1)C1CC(c2ccc(F)cc2)=NO1 (stereo not given)	1	-24	4	-1	1705	11	1	0.9	5	9	1.2
Cc1cccc(-c2nc(CS(=O)CC(=O)N3CCCCC3)c(C)o2)c1 (stereo not given)	1	23	3	5	1585	28	0.9	0.7	-4	-3	.
COc1ccc(N2C(=O)CCC2(C(N)=O)c2ccccc2)cc1 (stereo not given)	1.1	-2	8	1	1462	-3	1.1	1	0	-1	0.19
CCN(CC)c1cccc(OC2=NS(=O)(=O)c3ccccc32)c1	1	20	-1	23	1613	7	0.5	0.9	4	6	-0.12
C/C(=N\NS(=O)(=O)c1ccc(Cl)cc1)c1ccc(O)cc1	1.1	.	-8	15	1517	10	1.1	0.9	-4	-14	.
CCOc1ccc2nc(NC(=O)c3cnccn3)sc2c1	0.9	4	5	2	1667	9	1	0.9	11	5	0.086
CCOC(=O)c1c(NC(=O)CSc2ncn[nH]2)sc(C)c1C	0.8	2	4	-9	1617	15	0.8	0.9	-4	-3	.
Cc1ccc(-c2oc3ccccc3c(=O)c2O)cc1	1	-23	6	-23	1671	11	1	0.9	3	2	.
N#Cc1nc(-c2ccc(OCc3ccc(Cl)cc3)cc2)oc1NCCCn1ccnc1	0.9	-11	-6	8	1612	-19	0.9	1.2	8	1	.
Cc1cc(NC(=O)CCCC(=O)NCc2ccccc2)no1	0.9	-8	3	-7	1529	8	1	0.9	5	-1	1.5
C=CCS(=O)(=O)N1CCCC(C(=O)c2cccc(Cl)c2)C1 (stereo not given)	1	-7	3	16	1631	18	1	0.8	0	8	-0.65
Cc1ccc2c(c1Br)/C(=N/N1C(=O)c3ccccc3C1=O)C(=O)N2	0.9	.	3	18	1610	21	0.9	0.8	1	2	-0.23
O=C(CSc1nnc(-c2ccco2)o1)NCC(=O)c1ccccc1	1	-18	2	4	1410	-2	1	1	9	6	0.46
CCOC(=O)CC1(C)NC(=O)c2c(C)sc(C(=O)OCC)c2N1 (stereo not given)	1	18	-6	1	1604	11	1	0.9	16	7	-0.015
CCc1ccc(S(=O)(=O)NCc2cn3cccc(C)c3n2)s1	1	8	5	-4	1387	4	1	1	-8	5	-0.47
O=C(Cc1ccccc1[N+](=O)[O-])N1CCN(c2ccccc2F)CC1	1	-7	-2	8	1511	16	0.9	0.8	-3	-9	.
Cc1cc(N2CCOCC2)c2c(N)c(Br)cc(C)c2n1	1	33	6	0	1490	1	1.1	1	-2	0	.
CCOC(=O)C1=C(c2ccccc2)OC(N)=C(C#N)C1c1cccnc1 (stereo not given)	1	-3	1	-5	1343	12	0.9	0.9	-1	-6	0.1

Taken from above.
G6PDH counter result of Cc1ccc(-c2oc3ccccc3c(=O)c2O)cc1 stands at -23
SRC2 TRFRET art result of Cc1cc(NC(=O)CCCC(=O)NCc2ccccc2)no1 stands at 1529

Following part.
SMILES	PMI act	S1P3 antagonist	PPARg SRC2 recr	G6PDH counter	SRC2 TRFRET art	Diaph inh CS	PMI act satM6P	Diaph act CS	PPARg SRC-3 ag	PPARg SRC1 recr	ROMK mod
O=[N+]([O-])c1ccc(Oc2ccc(S(=O)(=O)N3CCCCC3)cc2)cc1	0.9	-10	-7	-17	1507	6	1.1	0.9	-1	6	.
COc1ccc(C(C)(C)C)cc1NC(=O)Cn1cnnn1	1.1	-9	7	5	1826	-3	1.1	1	1	5	-0.49
O=C(CN1C(=O)/C(=C/c2cccc(Br)c2)SC1=S)NC1=NCCS1	0.9	-5	5	-1	1856	-6	1	1.1	5	1	-1.3
CCOC(=O)N1CCN(CC(=O)Nc2ccc(F)c(F)c2F)CC1	1	1	3	3	1651	8	1	0.9	2	6	0.26
O=C(CN1CCC(n2nnc3ccccc32)CC1)Nc1ccc2c(c1)CCC2	0.8	7	4	-20	1441	18	0.8	0.8	1	-5	-2.6
CCOC(=O)CSc1nc2c(c(=O)n1-c1ccc(OCC)cc1)SCC2	1	15	-5	-14	1344	6	1	0.9	-7	2	.
CCc1ccc2c(c1)cc(CN(C(=S)Nc1ccccc1C)C1CC1)c1nnnn12	1	.	2	6	1616	2	0.9	1	8	9	.
COc1c(C)cc(C(=O)C2CCCN(Cc3c(C)n(C)n(-c4ccccc4)c3=O)C2)cc1C (stereo not given)	0.9	13	-7	17	1462	5	1.1	0.9	1	4	0.083
CC(C)CC1NC(=O)N(CC(=O)Nc2ccccc2-c2ccccc2)C1=O (stereo not given)	1	-20	11	12	1519	8	0.9	0.9	5	9	0.47
Cc1cc(NC(=O)Nc2ccccc2[N+](=O)[O-])no1	1	-5	1	6	1384	15	0.9	0.8	-3	1	.
COc1ccc(OC)c(S(=O)(=O)n2cccn2)c1	1	-4	2	6	1709	10	1	0.9	-5	3	2.4
CC(C)N(C(=O)CSc1nc(COc2ccccc2)nc2ccccc12)C(C)C	0.9	-10	-5	-6	1661	17	1	0.8	-4	-3	-1.2
CC(C)=N/N=C(/c1ccc([N+](=O)[O-])cc1)C12CN3CN(CN(C3)C1)C2	1	8	12	2	1650	12	1	0.9	1	2	.
Cc1ccc(-n2c(O)c(C=Nc3ccc(S(=O)(=O)Nc4ncccn4)cc3)c3ccccc3c2=O)cc1C	0.9	-6	10	-1	1465	48	0.9	0.5	4	9	0.11

Whole records, quoted from the list. Screens in order: PMI act	S1P3 antagonist	PPARg SRC2 recr	G6PDH counter	SRC2 TRFRET art	Diaph inh CS	PMI act satM6P	Diaph act CS	PPARg SRC-3 ag	PPARg SRC1 recr	ROMK mod
Cc1ccc(-c2oc3ccccc3c(=O)c2O)cc1 in the list: 1	-23	6	-23	1671	11	1	0.9	3	2	.
O=C(CN1C(=O)/C(=C/c2cccc(Br)c2)SC1=S)NC1=NCCS1 in the list: 0.9	-5	5	-1	1856	-6	1	1.1	5	1	-1.3
